High-throughput results: PubChem, several laboratories
Granule exo inh – blocks lytic granule exocytosis. TALL-104 LAMP-1 surface exposure, flow cytometry; cells stimulated with thapsigargin and PMA. inhibition, % at 10 µM. 360,000 tested, 0.66% active;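 active = inhibition above about 55%, limit read from the data; inconclusive = no clear call, values can overlap the other calls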
ABHD5-PLIN5 inh – blocks binding of human ABHD5 to perilipin-5 | Split G. princeps luciferase complementation, luminescence, 4 h | inhibition, % at 4 µM | AID 602281 | Q00G26+Q8WTS1 | 360,000 tested, 0.78% active;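 active = inhibition above the mean inhibition across every tested compound plus 3 SD, cut at about 22% in these data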;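 also: 0% = DMSO only wells and the 100% control is not disclosed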
CaV13 ICDI inh – Disruptors of the CACNA1D IQ motif to Ca2+-dependent inactivation inhibitor domain association, primary screening, Förster resonance energy transfer in intact living …; HEK cells, CFP/YFP FRET ICDI-IQ, plate reader, 10 min; percent FRET-ratio fall versus neutral wells; inhibition, % at 12.3 µM; AID 743397; 340,000 tested, 0.098% active;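 active = mean replicate inhibition of at least 30% and at least 1% of replicates passing that level; inconclusive = only one of the two criteria is met; inactive = neither criterion is met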;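 also: 0% = median of the neutral control wells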
ABCB6 inh MLPCN – blocks the human ABCB6 transporter. Q9NP58. K562-ABCB6 porphyrin accumulation, flow cytometry, 1 h; active compounds read low. fluorescence ratio to DMSO, % at 10 µM. 360,000 tested, 0.19% active. AID 602162;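 active = fluorescence ratio to DMSO below 75%, the collection mean minus 3 SD; inconclusive = too few cells collected in the well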;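 also: signal is porphyrin accumulated inside mitochondria; 100% equals median channel fluorescence of DMSO control wells; lower ratio means ABCB6 inhibition with less porphyrin fluorescence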
MC4R barr agon – activates human MC4R beta-arrestin recruitment. U2OS MC4R beta-arrestin complementation, luminescence; percent of melanotan II response, DMSO zero. activation, % at 8.9 µM. 360,000 tested, 0.98% active. AID 540308;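 active = activation above a per-plate cutoff, the mean activation of sample wells on that plate plus 3 SD, cut at about 8% in these data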
Target sequence (P32245 whole entry, looked up): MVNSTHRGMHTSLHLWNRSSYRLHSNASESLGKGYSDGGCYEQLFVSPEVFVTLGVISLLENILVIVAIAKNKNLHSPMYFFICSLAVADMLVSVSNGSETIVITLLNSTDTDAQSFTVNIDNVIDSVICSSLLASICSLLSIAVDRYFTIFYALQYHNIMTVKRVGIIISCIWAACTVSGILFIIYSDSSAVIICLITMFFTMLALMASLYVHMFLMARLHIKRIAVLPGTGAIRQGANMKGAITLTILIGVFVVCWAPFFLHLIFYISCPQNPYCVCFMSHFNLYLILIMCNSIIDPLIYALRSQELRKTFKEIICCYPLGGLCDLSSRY
HTR2A ag – activates the mouse 5-HT2A serotonin receptor. P35363. CHO-K1 mHTR2A beta-arrestin complementation, luminescence; percent of 30 µM serotonin response. AID 624169. activation, % at 7.6 µM. 360,000 tested, 0.66% active;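 active = activation above a run cutoff, the mean activation of all tested compounds plus 3 SD, cut at about 14% in these data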;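 also: 0% = plate median of compound wells and 100% = 30 µM serotonin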
Target sequence (P35363 whole entry, looked up): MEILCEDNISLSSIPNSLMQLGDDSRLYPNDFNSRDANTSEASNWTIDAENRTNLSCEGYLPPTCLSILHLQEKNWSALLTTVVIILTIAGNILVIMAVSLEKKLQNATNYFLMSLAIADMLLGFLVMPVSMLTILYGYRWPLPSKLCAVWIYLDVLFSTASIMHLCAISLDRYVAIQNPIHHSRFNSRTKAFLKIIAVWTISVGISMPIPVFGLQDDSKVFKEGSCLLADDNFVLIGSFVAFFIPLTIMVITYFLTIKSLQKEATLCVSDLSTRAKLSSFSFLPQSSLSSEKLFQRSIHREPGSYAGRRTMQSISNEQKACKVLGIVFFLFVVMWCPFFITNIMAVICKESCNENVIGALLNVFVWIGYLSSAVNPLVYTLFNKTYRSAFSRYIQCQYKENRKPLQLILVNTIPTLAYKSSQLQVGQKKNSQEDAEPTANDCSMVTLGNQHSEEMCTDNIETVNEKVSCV
N-glyco inh – blocks N-linked glycosylation in D54 reporter cells. reporter increase, % at 12.5 µM. 360,000 tested, 0.23% active. D54 ERlucT glycosylation luciferase reporter, 24 h; percent of 100 nM tunicamycin response. AID 588692;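 active = mean luciferase reporter signal, scaled so untreated is 0 and the glycosylation-blocking control 100, at or above a set limit in every replicate; inconclusive = mean reaches the limit but not every replicate does; inactive = mean below the limit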;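 also: luciferase carries N-glycosylation sites so blocking glycosylation raises the light; 0% = median of neutral control wells and 100% = median of 100 nM tunicamycin wells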
PDI turbidity – PDI (human) enzyme inhibition; P07237; PDI insulin aggregation turbidity, A650, 90 min; inhibition, % at 10 µM; 350,000 tested, 0.052% active;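 active = mean inhibition across replicates of 30% or more, whatever share of single replicates reach that level; inconclusive = mean inhibition below 30% while every single replicate reaches 30%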;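 also: absorbance from insulin aggregation driven by PDI reduction with DTT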
H9c2 protect – protects H9c2 cardiomyocytes from peroxide injury | H2O2 injury protection, ATPLite, 2 h | 360,000 tested, 0.63% active | protection from H2O2 cell death, % at 20 µM;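 active = compounds giving at least 50% protection of heart cells from peroxide-induced death in the single-dose screen, raw or plate-pattern-corrected value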;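 also: 0% = DMSO wells with peroxide and 100% = DMSO wells without peroxide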
MC4R antag cAMP – antagonists of human melanocortin 4 receptor (MC4R); inhibition, % at 6.5 µM; P32245; AID 540295; MC4R-expressing cells, MTII-stimulated cAMP, LANCE TR-FRET; 360,000 tested, 0.48% active;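 active = inhibition above its plate's cutoff, the mean of tested wells on that plate plus 3 SD, cut at about 29% in these data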;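 also: 0% = Melanotan II alone and 100% = Melanotan II plus saturating MCL0020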
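Assay system: human MC4R-expressing U2OS cells; reagent: Melanotan II stimulation of cells; dosing: 6.5 µM single dose; timing: compound 30 min, challenge 1 h, detection 1 h; signal: TR-FRET cAMP assay; replicates: one well per compound, no replicates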
* = called active by the depositor; ? = inconclusive; . = not tested or not shown; & = joins results of further samples.

molecule,Granule exo inh,ABHD5-PLIN5 inh,CaV13 ICDI inh,ABCB6 inh MLPCN,MC4R barr agon,HTR2A ag,N-glyco inh,PDI turbidity,H9c2 protect,MC4R antag cAMP
COc1cc(C2NC(=O)NC(C)=C2C(=O)OC(C)(C)C)ccc1OCC(N)=O (stereo unspecified),2.9,-4.0,-5.8,100.0,-1.3,3.9,-1.5,-7.0,-2.3,10.6
Cc1c(C(=O)Nc2ccc3c4c(cccc24)CC3)cccc1[N+](=O)[O-],-1.6,-3.6,-19.2,97.0,1.4,3.5,0.3,3.0,8.5,9.7
COc1ccc(CNc2nnnn2C)c(OC)c1,-2.0,-9.5,-4.8,101.0,0.1,5.4,1.4,2.4,1.9,-2.5
CCCC(=O)C1=C(SCC)CC(C)(C)C(C(=O)OC)C1=O (stereo unspecified),-6.4,5.7,-0.7,105.0,-0.8,-2.4,3.0,12.5,-4.4,-6.0
C/C(=N\OC(=O)c1c(-c2ccccc2Cl)noc1C)c1nccs1,-1.4,-0.5,-6.3,97.0,-1.5,-2.2,1.2,-3.7,-1.8,10.7
CCCS(=O)(=O)c1c(S(=O)(=O)CCC)c2c(C)cccn2c1C(=O)OC,0.9,1.0,-4.7,104.0,0.2,-7.7,0.5,4.0,20.4,5.8
CCN(Cc1ccccc1)S(=O)(=O)c1csc(C(N)=O)c1,-2.1,-10.5,-21.2,106.0,-1.7,0.0,-0.2,2.6,2.7,2.8
COCC(=O)Nc1cc(OC)cc(OC)c1,-7.6,-0.3,.,186.0,2.1,5.9,2.3,18.7,4.4,5.4
O=C(c1cc2ccccc2o1)N(C1CC1)C1(C(=O)Nc2ccccc2)CCCC1,-0.9,-7.1,-6.9,101.0,-0.8,-4.0,-2.8,5.5,8.1,6.1
COc1cccc(NC(=O)COC(=O)C2CC(=O)N(c3ccc(C)cc3)C2)c1 (stereo unspecified),3.3,6.3,-5.8,94.0,-3.7,4.3,2.1,-5.6,9.7,2.7
CN(c1ccc([N+](=O)[O-])cc1/C=N/NC(=O)COc1ccccc1)C1CCCCC1,28.4,0.8,-2.0,98.0,-0.5,-0.7,-6.4,12.3,-7.0,13.2
Nc1ccc(N2CCCCC2)c(S(=O)(=O)Nc2ccccc2Cl)c1,-1.1,-7.0,-6.5,94.0,7.8,-2.9,-3.6,0.6,-6.6,14.9

New compounds follow
molecule,Granule exo inh,ABHD5-PLIN5 inh,CaV13 ICDI inh,ABCB6 inh MLPCN,MC4R barr agon,HTR2A ag,N-glyco inh,PDI turbidity,H9c2 protect,MC4R antag cAMP
Clc1cccc(Cc2c(-c3ccccc3)nc3ccc(Br)cn23)c1,-1.2,-8.5,-3.5,105.0,.,-4.2,1.3,.,7.3,.
O=C(CCC(=O)N(CC(=O)NC1CCCCC1)CC1CCCO1)Nc1nccs1 (stereo unspecified),-2.6,7.9,-4.6,99.0,-1.9,1.0,-0.9,-2.2,0.2,19.4
COCCNCC1C(Oc2ccc(Cl)cc2)C(=O)N1c1ccccc1C (stereo unspecified),0.5,9.9,-5.5,103.0,1.0,-7.5,-0.7,23.2,2.2,-6.8
Cc1ccc(-n2c(O)c(C=Nc3cc(C)on3)c3ccccc3c2=O)c(C)c1,-1.1,-3.2,-5.6,100.0,-2.1,6.3,13.7,8.9,1.4,3.4
Cc1cc(N2CCN(C(=O)c3ccco3)CC2)n2nc(C)nc2n1,0.9,-1.6,-4.6,98.0,-0.1,2.7,1.2,.,-12.2,9.2
O=c1[nH]cnc(O)c1N=Nc1ccccc1,3.1,-0.8,-8.8,95.0,-0.2,0.4,7.7,10.5,-2.2,-4.1
CC(NC(N)=O)C(=O)Nc1ccc(Cl)c(S(=O)(=O)Nc2ccc(Br)cc2)c1 (stereo unspecified),-8.3,-0.3,-6.3,99.0,-1.2,-4.3,1.4,20.6,-3.6,-6.8
O=C(Nc1nnc(CCN2CCCCC2)s1)c1ccc(Br)cc1,-1.3,-2.5,1.4,97.0,-1.8,-3.3,-0.7,10.5,-0.1,2.5
O=C(COc1ccccc1Cl)Nc1ccc(CN2CCOCC2)cc1,-4.3,5.6,-3.0,95.0,0.6,-0.1,1.8,3.6,-5.4,-1.9
Cc1nc2nc[nH]n2c(=O)c1CCC(C)C,-5.3,-1.0,-4.9,91.0,-0.4,4.2,1.8,-1.4,3.7,0.9
CCCN(CCC)CCCNC(=O)Cn1cnc2sc(C)c(S(=O)(=O)N3CCCCC3)c2c1=O,4.0,4.5,-3.8,97.0,-0.9,-0.8,-1.7,-6.1,3.5,28.4
CCOC(=O)c1c(CN2CCOCC2)n(C)c2cc(Br)c(O)c(CN(C)C)c12,-0.2&-1.3,3.2&1.8,-3.9&-5.8,107.0&103.0,1.1&-0.4,1.8&2.3,1.3&1.6,-4.0&9.9,10.3&9.6,5.9&-4.0

Going on with the list.
molecule,Granule exo inh,ABHD5-PLIN5 inh,CaV13 ICDI inh,ABCB6 inh MLPCN,MC4R barr agon,HTR2A ag,N-glyco inh,PDI turbidity,H9c2 protect,MC4R antag cAMP
Cc1onc(-c2ccccc2)c1C(=O)N1CCN(S(=O)(=O)c2ccccc2C(F)(F)F)CC1,-6.2,-5.2,-4.2,97.0,0.3,10.0,-0.6,-3.1,1.8,8.1
O=C(OC1CCN(c2ncc(C(F)(F)F)cc2Cl)CC1)c1cccc(C(F)(F)F)c1,-3.3,5.9,-4.7,101.0,-1.9,0.1,0.6,4.4,-6.9,3.8
CS(=O)(=O)c1ccccc1-c1nnc(NC(=O)Cc2ccccc2)o1,?,2.6,-13.1,99.0,0.6,-2.0,1.4,-1.7,-3.7,-2.8
C#CCOC(=O)C(NC(=O)c1ccccc1)=C(C)C,2.8,1.2,.,97.0,-0.1,1.2,-1.2,1.3,-2.5,15.8
Cc1cccc(OCC(=O)NNC(=O)c2ccc([N+](=O)[O-])cc2)c1,-0.3,2.3,9.5,101.0,-1.1,0.7,0.9,2.4,2.4,1.9
CC(OC(=O)/C=C/c1ccccc1)C(=O)Nc1ccc2c(c1)OCCO2 (stereo unspecified),1.4,2.8,-2.6,96.0,-3.2,1.6,0.3,1.5,-9.2,15.7
Cc1cccc(C)c1NC(=O)C(C)n1c(-c2ccc(=O)[nH]c2)nc2ccccc21 (stereo unspecified),0.5,0.9,-10.2,.,.,12.5,.,.,.,.
O=C1NC(=O)C(Nc2cccc3ccccc23)S1 (stereo unspecified),-0.2,-11.9,.,105.0,-0.5,6.5,5.2,-6.5,-0.4,5.8
Cc1nnc(Oc2ccccc2F)c2ccccc12,4.5,1.5,-4.1,100.0,-1.8,0.0,1.5,-2.8,-1.9,1.6
CN(C)C(=O)CSc1nnc(-c2cnccn2)n1C,-1.5,0.7,-4.4,97.0,-1.6,8.0,2.4,10.1,-0.8,6.4
O=C(CSc1nc2nc(-c3cccs3)cc(C(F)(F)F)c2c(=O)[nH]1)NCc1ccco1,-0.2,1.4,.,100.0,-2.5,0.3,3.0,0.8,9.0,5.1
O=C(CS(=O)(=O)c1ccccc1)NCc1ccco1,-1.5,4.0,-6.7,94.0,1.0,0.4,-0.2,2.8,0.7,8.4

Further records follow:
molecule,Granule exo inh,ABHD5-PLIN5 inh,CaV13 ICDI inh,ABCB6 inh MLPCN,MC4R barr agon,HTR2A ag,N-glyco inh,PDI turbidity,H9c2 protect,MC4R antag cAMP
CCNC(=S)N(CCc1c(C)[nH]c2ccc(C)cc12)Cc1cccnc1,18.0,3.1,-2.8,91.0,-1.2,-5.8,-1.0,-1.7,-2.6,-0.1
CN1C(=O)CC(N2CCN(C(c3ccccc3)c3ccccc3)CC2)C1=O (stereo unspecified),-0.5,4.1,-4.4,90.0,-1.7,-0.1,0.5,3.3,3.5,13.2
FC(F)(F)c1ccc(N2CCN(c3ncnc4c3nnn4Cc3ccccc3Cl)CC2)cc1,2.6,-6.0,.,94.0,-2.2,-2.3,3.4,24.0,-26.2,0.1
Cc1cc(C)cc(NC(=O)C(c2ccccc2)N2CCN(CC(=O)NC3CC3)CC2)c1 (stereo unspecified),13.6,2.8,-14.7,101.0,-3.0,-6.4,-0.6,8.4,-1.0,2.0
CCCCN1C(=O)c2ccc(C(=O)OCC(=O)NCCc3ccc(S(N)(=O)=O)cc3)cc2C1=O,0.7,-3.0,-5.9,96.0,0.9,3.6,0.2,-2.0,-7.6,10.0
COc1ccc(N2C(=O)CC(n3c(CCCCO)nc4ccccc43)C2=O)cc1 (stereo unspecified),1.5,4.1,0.1,107.0,-1.2,7.2,0.9,-3.6,8.2,-0.9
CN1C2CCC1CC(N(CCc1ccccc1)C(=O)c1ccc(Cl)cc1)C2 (stereo unspecified),-9.9,7.7,-3.9,99.0,-1.1,-3.4,2.4,-0.6,-2.4,6.2
Cc1ccc(CN2CCc3c(OCc4ccc(F)cc4)cccc3C2=O)cc1,6.2,-3.3,-5.2,100.0,-1.7,-6.2,-10.9,2.5,-15.6,2.0
Cc1cnc(NC(=O)[C@H](C)N2C(=O)C3CCCCC3C2=O)s1 (stereo partly specified),1.1,10.0,-6.4,98.0,0.9,-2.2,1.4,-1.7,2.8,-3.2
O=C(COC(=O)C1CCN(S(=O)(=O)c2c(Cl)cccc2Cl)CC1)NCc1ccco1,5.8,5.0,-12.8,99.0,-5.0,-0.2,-0.2,-6.0,-3.1,8.3
CCOC(=O)c1cc(NC(=O)Nc2ccc(Br)cc2)c(C)nc1C,-2.0,-3.8,-4.5,101.0,1.6,-4.8,-0.6,5.2,-12.6,15.5
CCOCc1cc(=O)[nH]c(SC)n1,3.0,-1.6,-19.5,97.0,-1.1,-1.3,3.6,-2.4,1.8,0.6
Cc1ccc2nc(-c3ccncc3)c(NC3CCCCC3)n2c1,-0.8,-1.5,4.4,98.0,-2.3,-0.2,0.1,-2.1,-5.5,-0.1
Cc1c(OC(C)C(=O)NCc2ccccn2)ccc2c3c(c(=O)oc12)CCCC3 (stereo unspecified),0.1,-1.7,-13.3,98.0,-1.3,-0.9,-0.9,-5.9,4.5,7.0
